RGS4 inhibitor: blocks human RGS4-accelerated GTP hydrolysis; P49798; Transcreener GDP fluorescence polarization, RGS4-accelerated GTP hydrolysis; Potency, µM (titrated, usually from 114 µM), without a hit: at the top dose activity change, negative = inhibition, hits mostly inhibitors; 390,000 compounds, 0.039% hits; further: potency means the concentration at half of the fitted maximal effect; on the % scale 0 is the no-effect control and ±100 the full control effect; nearly all actives have a fitted effect of over 75% in size; some results filed as inactive show a strong effect at the top dose
Target sequence (P49798 whole entry, looked up): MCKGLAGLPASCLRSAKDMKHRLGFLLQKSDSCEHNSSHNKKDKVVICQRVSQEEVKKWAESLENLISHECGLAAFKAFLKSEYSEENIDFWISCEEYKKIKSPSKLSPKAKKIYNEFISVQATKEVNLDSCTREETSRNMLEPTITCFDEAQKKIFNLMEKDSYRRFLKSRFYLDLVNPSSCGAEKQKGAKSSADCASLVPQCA
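MLSMR compounds (23 nl, pin-transferred) preincubated 10 min at room temperature with a 500nM (2x) first reagent, then RGS4 at 900nM (2x) plus Transcreener GDP mix added; fluorescence polarization (620/688 nm) read before and after 90 min at 30 °C.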
12-LOX inh: inhibitors of human 12S-lipoxygenase ALOX12. Potency, µM (highest dose often 108 µM), for the others: at the highest dose activity change, negative = inhibition, most hits filed as inhibitors. 580,000 compounds, 1.1% hits. purified 12hLO, xylenol orange hydroperoxide absorbance. P18054. AID 1671190; further: potency means the concentration at half of the fitted maximal effect; on the % scale 0 is the no-effect control and ±100 the full control effect
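Hydroperoxide product was detected by ferrous iron/xylenol orange as the 573 to 405 nm absorbance ratio. Arachidonic acid at 40 uM (final) was turned over for 30 min at room temperature by 150 nM human 12hLO, pH 7.0 Hepes buffer, after 15 min compound preincubation.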
PI4K2A block: inhibitors of human PI4K2A. 420,000 compounds, 0.13% hits. purified PI4K2A, ADP-Glo luminescence, 1 h; hits give low values. activity change, negative = inhibition, % at 76.9 µM. AID 1346378. Q9BTU6; in the data active means activity change below about -50%; inconclusive means mostly about -30% to -49%;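 further: -100% = wells without enzyme as full effect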
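In this quantitative HTS, ADP production by PI4K2A was quantified luminescently after 1 h at ambient temperature; 100 microM adenosine served as plate-quality control.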
BAZ2B block: blocks human BAZ2B | Q9UIF8 | AlphaScreen BAZ2B-H3K14Ac peptide displacement | Potency, µM (series often up to 114 µM), for the others: top-dose activity change, negative = inhibition, usual class: inhibitors | 360,000 compounds, 4.4% hits | AID 504333; further: potency means the concentration at half of the fitted maximal effect; on the % scale 0 is the no-effect control and ±100 the full control effect; nearly all actives have a fitted effect of over 60% in size
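Protein-peptide AlphaScreen: BAZ2B 50 nM, b-H3K14Ac 50 nM, 1x PBS pH 7.4 + 0.01% Tween-20. Preincubation 30 min RT; cpd 30 min RT (top 110 uM); beads 20 min RT, light-protected.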
JMJD2A Tudor inh: JMJD2A Tudor domain (human) inhibition | O75164 | AlphaScreen JMJD2A-Tudor / H3K4me3 peptide binding | Potency, µM (doses to about 114 µM), inactives show top-dose activity change, negative = inhibition, most hits filed as inhibitors | 390,000 compounds, 4.4% hits | AID 504339; further: potency means the concentration at half of the fitted maximal effect; on the % scale 0 is the no-effect control and ±100 the full control effect; nearly all actives have a fitted effect of over 50% in size
HP1b binding inh: HP1-beta chromodomain-methylated histone interaction inhibition. AID 540317. Potency, µM (highest dose often 114 µM), inactives show top-dose activity change, negative = inhibition, actives largely listed as inhibitors. 390,000 compounds, 0.56% hits. AlphaScreen HP1-beta / biotin-H3K9me3 peptide binding; further: potency means the concentration at half of the fitted maximal effect; nearly all actives have a fitted effect of over 70% in size; inactives centre near 23
Target sequence (P83916 whole entry, looked up): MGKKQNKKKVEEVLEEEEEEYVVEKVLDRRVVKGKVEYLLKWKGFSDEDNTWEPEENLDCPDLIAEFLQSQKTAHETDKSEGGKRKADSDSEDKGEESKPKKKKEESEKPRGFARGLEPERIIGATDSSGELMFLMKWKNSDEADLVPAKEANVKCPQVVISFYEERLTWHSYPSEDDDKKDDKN
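Compound inhibition of the preformed complex between 50 nM HP1-beta and 50 nM biotinylated H3K9me3 peptide was read by AlphaScreen. Buffer was PBS pH 7.4 with 0.01% Tween-20. Incubations ran 30 min at room temperature, with 10 ug/mL donor/acceptor beads.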
G9a block: inhibitors of human histone lysine methyltransferase G9a. Q96KQ7. G9a H3K9 monomethylation, AlphaScreen, 2 h. Potency, µM (top dose mostly 102 µM), for inactives: at the highest dose activity, negative = inhibition, hits mostly inhibitors. 350,000 compounds, 8.8% hits. AID 504332; further: potency means the concentration at half of the fitted maximal effect; on the % scale 0 is the no-effect control and ±100 the full control effect; nearly all actives have a fitted effect of over 75% in size
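Methyltransferase reactions run at room temperature for 2 h (20 nM enzyme, 500 nM biotin-H3K9 peptide, 20 uM SAM) after a 15 min compound preincubation; product detected by AlphaScreen beads and anti-H3K9me1 antibody.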
ERG Ets-DNA blk: blocks human ERG Ets domain binding to DNA. Potency, µM (doses to about 76.9 µM), inactives show at the highest dose FP activity, negative = inhibition, hits mostly inhibitors. 370,000 compounds, 0.028% hits. fluorescence polarization, His-ERG Ets domain / labelled DNA. AID 624246; active means well fitted inhibition curve with a large enough effect in the polarisation, with a control signal flat; inconclusive means small, poorly fitted or top-dose-only effect, or effect the other way, or a change in a side signal; inactive means no such curve, though single readings can be large or run the other way; the % refers to the polarisation;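 further: polarization taken with two DNA probes labelled with fluorescein and Texas red; potency means the concentration at half of the fitted maximal effect; % of control where 0% means no effect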
Target sequence (P11308 whole entry, looked up, the tested form may be a part): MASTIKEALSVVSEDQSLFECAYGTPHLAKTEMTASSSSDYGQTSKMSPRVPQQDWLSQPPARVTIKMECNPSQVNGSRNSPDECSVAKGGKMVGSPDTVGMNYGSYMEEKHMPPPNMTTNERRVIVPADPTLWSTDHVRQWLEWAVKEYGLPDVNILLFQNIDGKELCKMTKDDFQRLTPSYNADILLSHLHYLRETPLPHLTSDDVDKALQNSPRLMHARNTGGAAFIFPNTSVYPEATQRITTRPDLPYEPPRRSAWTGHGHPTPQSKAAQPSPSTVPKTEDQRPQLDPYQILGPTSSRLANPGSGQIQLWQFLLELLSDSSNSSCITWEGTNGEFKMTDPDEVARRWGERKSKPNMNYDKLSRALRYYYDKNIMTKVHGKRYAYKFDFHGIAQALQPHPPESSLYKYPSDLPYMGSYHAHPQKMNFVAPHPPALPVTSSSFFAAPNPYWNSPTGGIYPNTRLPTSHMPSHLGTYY
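His-tagged ERG Ets domain (1 uM in the protein solution; 300mM KCl, 50mM Tris-HCl, 1mM EDTA, 1mM DTT, pH 7.5) received compound, then a probe mix of 5 nM fluorescein-DNA and 100nM Texas-615-DNA. Fluorescence polarization was read for both dyes.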
GLS inh: glutaminase GLS (human) inhibition; O94925; GLS enzymatic activity, qHTS titration; Potency, µM (doses to about 45.5 µM), inactives show top-dose activity change, negative = inhibition, most hits filed as inhibitors; 410,000 compounds, 0.21% hits; AID 624170; further: potency means the concentration at half of the fitted maximal effect; on the % scale 0 is the no-effect control and ±100 the full control effect
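hKGA in 45 mM KH2PO4 pH 8.2, 0.02% Tween-20 with pin-transferred compounds; 1 mM L-glutamine (stock) plus glutamate oxidase/HRP/Amplex Red coupling added. Fluorescence read initially and after 30 min at RT.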
An asterisk follows results filed as active; ? = inconclusive; · = no result given; & = joins results of further samples; [ ] = another dose, or the depositor's remark. Unless noted, the call rests on the fitted dose curve; in most records, active means well fitted curve in the direction sought with a large enough effect; inconclusive means small, poorly fitted or top-dose-only effect, or another doubt; inactive means no such curve, though single readings can be large; an effect the other way counts as inactive or inconclusive. Not all compounds are listed; the hit share may differ from the screen's.

[1] O=C(NN1C(=O)NC2(CCCCC2)C1=O)c1cc(F)cc(F)c1
[2] COc1ccccc1NS(=O)(=O)c1cc(NC(=O)CNC(=O)c2ccc(C)s2)ccc1Cl
[3] CCc1ccc2occ(CC(=O)Nc3c(C(=O)Nc4ccc(Cl)cc4)oc4ccccc34)c2c1
[4] Cc1ccc(N/C=C2\CCCCC2=O)c(C)c1
[5] Cn1cc(CNC(=O)C2CCC(=O)N(Cc3cccc(C(F)(F)F)c3)C2)cn1 (configuration not stated)
[6] COc1ccccc1CNC(=O)CCCCn1c(=O)c2ccccc2n(CC(=O)Nc2cccc(Cl)c2)c1=O
Assay by compound	1	2	3	4	5	6
PI4K2A block	4	-10	-2	-2	5	4
GLS inh	1%	2%	13%	0%	0%	2%
HP1b binding inh	39%	4%	40%[activator]	21%	12%	21%
JMJD2A Tudor inh	-6%	-28%	-12%	-22%	-6%	-12%
G9a block	0%[59 µM]	-4%[59 µM]	-7%[59 µM]	?	·	-20%[59 µM]
12-LOX inh	168%[activator]	-1%	-7%	-13%	-23%	-23%
RGS4 inhibitor	-27%	-43%	-29%	15%	25%	-5%
ERG Ets-DNA blk	·	1%	0%	-7%	-7%	2%
BAZ2B block	-4%	-8%	-10%	?	18%	-14%

[7] Cn1nc(-c2ccccc2)c(CSc2ccccc2)c1Cl
[8] Cc1c(NC(=O)c2ccc(C(=O)Nc3c(C)n(C)n(-c4ccccc4)c3=O)cc2)c(=O)n(-c2ccccc2)n1C
[9] CCCCc1cc(=O)oc2cc(OCC(=O)Nc3ccccn3)ccc12
[10] Clc1ccc(Cc2nn3c(Cn4nnc5ccccc54)nnc3s2)cc1
[11] COc1ccc(CNC(=O)C2CC(=O)N(C3CCCC3)C2)cc1 (configuration not stated)
[12] CC(=O)Oc1ccc(Nc2ccccc2)cc1
Assay by compound	7	8	9	10	11	12
PI4K2A block	2	-3	-5	0	-2	7
GLS inh	3%	0%	-1%	0%	1%	-6%
HP1b binding inh	229%[activator]	39%[activator]	19%[57 µM]	-19%	28%	17%
JMJD2A Tudor inh	129%[activator]	-3%	-13%	-13%	-1%	-18%
G9a block	14%[12.7 µM]	-10%[0.501 µM]	-2%[0.501 µM]	?	·	-6%
12-LOX inh	0%	3%	18%	?	6%	?
RGS4 inhibitor	22%	-6%	-8%	-43%	-9%	-29%
ERG Ets-DNA blk	-8%	11%	-7%	-6%	-9%	10%
BAZ2B block	205%[activator]	10%	-7%	0%	-2%	-16%

[13] Cc1cc(Cl)ccc1N(CC(=O)N=Nc1c(O)[nH]c2ccccc12)S(C)(=O)=O
[14] O=C(CN(C(=O)CNC(=O)c1ccco1)c1cccc(F)c1)NC1CCCCC1
[15] O=C(CC1C(=O)NCCN1Cc1ccc(Cl)c(F)c1)NCC1CCOCC1 (configuration not stated)
[16] Cc1cc(C(=O)NP(=O)(N2CCOCC2)N2CCOCC2)c(C)n1-c1ccc(Br)cc1
[17] NNC(=O)Nc1cccc(C(F)(F)F)c1
[18] CC(C)CCNC(=O)CCC(=O)NNc1nc2ccccc2c2nc(-c3ccccc3)nn12
Assay by compound	13	14	15	16	17	18
PI4K2A block	-1	0	4	3	3	1&-3
GLS inh	2%	6%	-3%	-1%	-3%	?
HP1b binding inh	-17%	-5%	14%[57 µM]	-1%	56%[activator]	63%&35%[activator]
JMJD2A Tudor inh	?	-13%	2%	-29%	-6%	-17%&-17%
G9a block	?	-7%	?	50µM*	15%	18%&8%[59 µM]
12-LOX inh	0%	0%	-9%	-16%	1%	0%&-27%
RGS4 inhibitor	-3%	-8%	-2%	0%	-12%	10%&9%
ERG Ets-DNA blk	-3%	7%	-19%	7%	2%	4%&-3%
BAZ2B block	?	-14%	-3%	?	-2%	?

[19] CCOc1ccccc1-n1c(SCC(=O)NC(C)CC)nnc1-c1ccoc1C (configuration not stated)
[20] CCOC(=O)N1CCN(C(=O)CN(C)S(=O)(=O)c2ccc(OCC)cc2)CC1
[21] C/C(=N/NC(=O)CNS(=O)(=O)c1ccc(C)cc1)c1cccc([N+](=O)[O-])c1
[22] COc1ccc(C2=CC(=O)C[C@H](c3ccc4c(c3)OCO4)C2)cc1
[23] CCc1cc(=O)oc2cc(C)cc(OC(C)C(=O)NCCCN3CCOCC3)c12 (configuration not stated)
[24] CC(C)(C)NC(=O)C(OC(=O)c1ccco1)c1ccccc1F (configuration not stated)
Assay by compound	19	20	21	22	23	24
PI4K2A block	3	3	-2	0	3	5
GLS inh	7%	0%	7%	-7%	3%	-9%
HP1b binding inh	28%	34%	29%	39%[activator]	17%	23%
JMJD2A Tudor inh	-10%	-6%	-12%	-22%	-10%	13%
G9a block	?	2%[59 µM]	7%	12%[2.33 µM]	33%	·
12-LOX inh	0%[57.4 µM]	-11%	4%	·	?	16%
RGS4 inhibitor	-12%	13%	-21%	-26%	-1%[11.4 µM]	?
ERG Ets-DNA blk	0%	7%	15%	6%	-3%	-4%
BAZ2B block	7%	11%	-4%	-26%	0%	13%

The closing 4 records of the section above come first, to join the parts:
[21] C/C(=N/NC(=O)CNS(=O)(=O)c1ccc(C)cc1)c1cccc([N+](=O)[O-])c1
[22] COc1ccc(C2=CC(=O)C[C@H](c3ccc4c(c3)OCO4)C2)cc1
[23] CCc1cc(=O)oc2cc(C)cc(OC(C)C(=O)NCCCN3CCOCC3)c12 (configuration not stated)
[24] CC(C)(C)NC(=O)C(OC(=O)c1ccco1)c1ccccc1F (configuration not stated)
[25] Cc1nnc(-c2ccco2)c2cn(-c3cccc(Br)c3)nc12
[26] CC(=O)Nc1ccc(S(=O)(=O)NCCC(=O)N2CCCCC2)cc1
[27] Fc1ccc(-n2c(-c3ccc4ccccc4n3)n[nH]c2=S)cc1Cl
[28] COC(=O)c1ccc(C2/C(=C(/O)c3ccc(OC)cc3)C(=O)C(=O)N2c2cc(C)on2)cc1 (configuration not stated)
[29] CC(=O)Nc1ccc(S[C@@H](CCN2CC[C@H](C(C)(C)C)CCC2=O)c2ccccc2)cc1
[30] O=C(COC(=O)c1ccc([N+](=O)[O-])s1)Nc1ccc(F)cc1
Assay by compound	21	22	23	24	25	26	27	28	29	30
PI4K2A block	-2	0	3	5	-2	-1	2	1	-1	-5
GLS inh	7%	-7%	3%	-9%	2%	3%	10%	1%	2%	-3%
HP1b binding inh	29%	39%[activator]	17%	23%	11%	16%	21%	50%[activator]	27%	4%
JMJD2A Tudor inh	-12%	-22%	-10%	13%	-23%	-3%	-24%	-25%	-35%	-29%
G9a block	7%	12%[2.33 µM]	33%	·	13%[59 µM]	-19%	?	-34%[12.7 µM]	?	-19%[12.7 µM]
12-LOX inh	4%	·	?	16%	?	8%	?	?	-27%	154%[activator]
RGS4 inhibitor	-21%	-26%	-1%[11.4 µM]	?	-31%	6%	-45%	8%	-47%	-3%
ERG Ets-DNA blk	15%	6%	-3%	-4%	0%	-10%	8%	-2%	-18%	-11%
BAZ2B block	-4%	-26%	0%	13%	-24%	30%	-23%	-30%	?	-10%

[31] CC1=C(C(=O)OCCCCCl)C(c2cc3c(cc2Br)OCO3)NC(=O)N1 (configuration not stated)
[32] O=C(O)CC(NNC(=O)c1ccccc1)C(=O)Nc1cccc([N+](=O)[O-])c1 (configuration not stated)
[33] O=C(COC(=O)C1CC1)Nc1ccc(N=Nc2ccccc2)cc1
[34] COc1ccccc1NC(=O)CSc1nc2n[nH]c(C)c2c(=N)n1-c1ccccc1Cl
[35] CCOc1ccc(NC(=O)Cn2c(=O)n(Cc3ccccc3)c(=O)c3c4c(sc32)CN(C(C)=O)CC4)cc1
[36] COc1cccc(NC(=O)CN(C)C(=O)c2cc(-c3ccccc3)nc3ccccc23)c1
[37] COc1ccccc1CN1CCCC(N2CCN(c3ccc(F)cc3)CC2)C1 (configuration not stated)
[38] O=C(O)CSc1nc2ccccc2nc1N1CCCCC1
[39] CC(=O)Nc1ccc(S(=O)(=O)NC(C)C(=O)NCC(c2ccco2)N(C)C)cc1 (configuration not stated)
Assay by compound	31	32	33	34	35	36	37	38	39
PI4K2A block	3	10	1	-8	3	2	5	-3	4
GLS inh	17%	17%	-1%	1%	-13%	15%	-5%	4%	4%
HP1b binding inh	35%	20%	0%	27%	30%	26%	-2%	12%	22%
JMJD2A Tudor inh	-17%	?	-22%	-19%	-12%	-30%	-24%	-11%	-2%
G9a block	-8%[0.501 µM]	50µM*	8%[59 µM]	12%[59 µM]	-20%[59 µM]	?	·	-8%[59 µM]	-47%
12-LOX inh	-5%	-1%	9%	14%	-30%	-13%	-4%	-25%	6%
RGS4 inhibitor	0%[56.9 µM]	7%[56.9 µM]	3%	-10%	10%	1%	14%	17%	-28%
ERG Ets-DNA blk	2%	6%	-15%	-7%	1%	2%	6%	-5%	1%
BAZ2B block	-1%	?	-9%	-4%	-13%	0%	-3%	9%	7%

High-throughput results (PubChem)
